# M. tuberculosis – growth inhibition of non-replicating M. tuberculosis (AID 488890); inhibition, % at 25 µM; hits with a dose series show IC50 in µM; Mycobacterium tuberculosis non-replicating, growth inhibition; higher % means a stronger effect; 0.39% of 320,000 active; in the data active = a potency from the dose series; inconclusive = inhibition mostly from about 82% at the one dose, without a potency; inactive = the rest, 99 in 100 with inhibition below about 76%;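 also: plate controls were DMSO cells for no effect and high antibiotic wells for full effect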
# M. tuberculosis HTS – M. tuberculosis growth inhibition, HTS (AID 449762); M. tuberculosis H37Rv growth inhibition, 7H9 media; higher % means a stronger effect; inhibition, % at 25 µM, or IC50 in µM where a hit was titrated; 0.59% of 330,000 active; in the data active = a potency from the dose series; inconclusive = inhibition above about 70% without an active follow-up result;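 also: bacterial growth assessed after seven days of incubation; strong numbers were not always called active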
# influenza NS1A – NS1A inhibition, H1N1 influenza, cell based functional assay (AID 504329); NS1A functional cell-based assay, percent inhibition; higher % means a stronger effect; inhibition, % at 12.5 µM, or IC50 in µM where a hit was titrated; 0.3% of 340,000 active; in the data active = a potency from the dose series; inconclusive = inhibition above about 27% without an active follow-up result; also: strong numbers were not always called active
# inhibitors of VEEV – inhibitors of VEEV TC-83 cytopathic effect, confirmation, Vero cells (AID 588727) | Vero cells, VEEV TC-83 cytopathic effect inhibition; higher % means a stronger effect | inhibition, % at 20 µM; hits with a dose series show IC50 in µM | 0.13% of 350,000 active; in the data active = a potency from the dose series; inconclusive = inhibition mostly from about 14% at the one dose, without a potency; inactive = the rest, 99 in 100 with inhibition below about 12%; also: strong numbers were not always called active
# PhoP GFP inhibition – PhoP regulon inhibitors, Salmonella typhi PhoP promoter GFP reporter, confirmatory (AID 1850). Salmonella Typhi PhoP-promoter GFP reporter, fluorescence, 4 h; higher % means a stronger effect. inhibition, % at 50 µM, or IC50 in µM where a hit was titrated. 0.33% of 310,000 active; in the data active = a potency from the dose series; inconclusive = inhibition mostly from about 25% at the one dose, without a potency; inactive = the rest, 99 in 100 with inhibition below about 19%;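 also: 0% = induced wells with vehicle and 100% = uninduced wells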
# inhibitors of VEEV 10K pilot screen – also measured in inhibitors of VEEV; calls as there; inhibition, %; measured here: 10K pilot screen inhibition
# * marks the source's active call; other numbers are inactive results; i = inactive; ? = inconclusive; / = not tested or not shown.
SMILES,M. tuberculosis,M. tuberculosis HTS,influenza NS1A,inhibitors of VEEV,PhoP GFP inhibition,others
CCCN(CCC)C(=O)CCSCCC(=O)N(CCC)CCC,-9%,-5%,-10%,0.1%,-1%,
COc1ccccc1NS(=O)(=O)c1cc(NC(=O)COc2ccccc2)ccc1N1CCOCC1,8%,0%,-12%,3.8%,/,
CN(C)CCNc1ncnc2c1sc1nc(-c3ccccc3)c3c(c12)CCCC3,?,18µM*,9%,i,19%,
COc1cc2[nH]c(C(=O)NCC3CCCO3)cc2c(OC)c1OC (stereo unspecified),-4%,0%,-8%,0.2%,-12%,
CC(=O)Nc1c(Cl)cc2c(c1Cl)Cc1cc(N)ccc1-2,/,/,4%,7.5%,/,
COc1ccc(CCNC(=O)CCc2ccccc2O)cc1OC,/,/,-4%,2.0%,/,
O=C(O)c1cccc(S(=O)(=O)Nc2ccccc2Cl)c1,0%,2%,1%,1.9%,5%,
Nc1c(Cl)cc(-c2[nH]c3cc(C(=O)NCCO)ccc3c(=O)c2O)cc1Cl,7%,-4%,0%,1.2%,1%,
COc1ccc(/C(N)=N/OC(=O)CC2CCCCC2)cc1,74%,-1%,14%,i,11%,
CCn1nc(NS(=O)(=O)c2ccc(NC(C)=O)cc2)c2cc3cc(C)ccc3nc21,-5%,2%,10%,1.0%,2%,
Cc1ccc(OC(C)C(=O)N/N=C/c2ccccn2)cc1 (stereo unspecified),?,-2%,-17%,i,-10%,
Cc1c(C(=O)NCc2ccoc2)oc2ccc3c(c12)C(=O)CC(C)(C)O3,32%,47%,22%,5.9%,2%,
COc1ccccc1C(=O)N1CCN(Cc2ccc3c(c2)OCO3)CC1,-5%,-8%,3%,i,-13%,
CC(=O)Nc1ccc(S(=O)(=O)NCC(=O)OCC(=O)N2CCc3ccccc32)cc1,19%,3%,1%,0.1%,-16%,
CCOC(=O)Cn1nc(C)c(NC(=O)COc2ccc(OC)cc2)c1C,-14%,1%,-6%,1.6%,6%,
O=C(NNC(=S)Nc1ccc(F)cc1)c1ccccc1OC(F)F,30%,1%,-20%,2.4%,2%,
O=C(Nc1cccnc1Cl)c1ccc(=O)oc1,-9%,7%,-15%,8.5%,-23%,
O=C(COc1ccc(S(=O)(=O)N2CCCC2)cc1Cl)NCc1ccc2c(c1)OCO2,10%,-2%,0%,0.8%,-9%,
O=C(N/N=C/c1c[nH]c2ccccc12)c1cccc([N+](=O)[O-])c1,33%,5%,-9%,1.3%,-8%,
O=C(NNS(=O)(=O)c1ccc(Cl)cc1)c1cccc(S(=O)(=O)N2CCOCC2)c1,-1%,13%,-3%,0.5%,6%,
CCC1(c2ccccc2)NC(=O)N(CC(=O)NCc2ccc(F)cc2)C1=O (stereo unspecified),-4%,3%,-2%,0.2%,6%,
CC(C=Cc1ccccc1)=NNS(=O)(=O)c1ccc([N+](=O)[O-])cc1,/,/,5%,0.9%,/,
C=C1C(=O)O[C@H]2[C@H]1[C@@H](O)CC(=C)[C@@H]1CC(=O)[C@@H](C)[C@H]21,12%,2%,-7%,?,5%,
CCn1nnnc1SCC(=O)Nc1nc2ccc(OC)cc2s1,19%,-1%,-4%,3.4%,-2%,
Nc1ccc2c(c1)C(=O)c1ccc(Cl)cc1-2,/,/,-15%,i,/,
O=C(COC(=O)c1ncc(Cl)c(Cl)c1Cl)NCc1cccs1,4%,-2%,-6%,1.2%,-7%,
Cc1ccc(S(=O)(=O)N2CCOCC2)cc1NC(=O)CSc1nnc(C2CC2)n1C1CC1,13%,-10%,-13%,1.8%,/,
COc1ccc(CN2C(=O)NC3(CCCc4ccccc43)C2=O)cc1F (stereo unspecified),27%,8%,1%,2.4%,7%,
COC(=O)/C(C#N)=C/c1c(N2CCN(c3cccc(Cl)c3)CC2)nc2c(C)cccn2c1=O,77%,12%,2%,0.1%,-1%,
O=C(Nc1ccc([N+](=O)[O-])cc1)N1CCCCC1,18%,0%,20%,0.1%,10%,

# 4 structures out of the list, sorted by molecular weight, smallest number first.
SMILES,M. tuberculosis,M. tuberculosis HTS,influenza NS1A,inhibitors of VEEV,PhoP GFP inhibition,others
CC(=O)Nc1c(Cl)cc2c(c1Cl)Cc1cc(N)ccc1-2,/,/,4%,7.5%,/,
COc1ccccc1C(=O)N1CCN(Cc2ccc3c(c2)OCO3)CC1,-5%,-8%,3%,i,-13%,
CCOC(=O)Cn1nc(C)c(NC(=O)COc2ccc(OC)cc2)c1C,-14%,1%,-6%,1.6%,6%,
CCC1(c2ccccc2)NC(=O)N(CC(=O)NCc2ccc(F)cc2)C1=O (stereo unspecified),-4%,3%,-2%,0.2%,6%,

# Returning to the listing, starting 2 compounds before the break.
SMILES,M. tuberculosis,M. tuberculosis HTS,influenza NS1A,inhibitors of VEEV,PhoP GFP inhibition,others
COC(=O)/C(C#N)=C/c1c(N2CCN(c3cccc(Cl)c3)CC2)nc2c(C)cccn2c1=O,77%,12%,2%,0.1%,-1%,
O=C(Nc1ccc([N+](=O)[O-])cc1)N1CCCCC1,18%,0%,20%,0.1%,10%,
COc1cc(/C=N/NC(=O)CN(CCc2ccccc2)S(=O)(=O)c2ccc(NC(C)=O)cc2)cc(OC)c1OC,35%,2%,25%,4.6%,0%,
CC(=O)c1cccc(-c2ccc3c(=O)[nH]c(Nc4ccccc4)cc3c2)c1,7%,3%,6%,7.2%,-11%,
CNC(=O)c1c(NC(=O)c2ccc(S(=O)(=O)N(C)c3ccccc3)cc2)sc2c1CCN(C(C)C)C2,30%,1%,/,/,-2%,
CCn1cc(Br)c(C(=O)NC(C)c2ccccc2)n1 (stereo unspecified),2%,-6%,1%,i,-3%,
Cn1cccc1Cc1nnc(SCC(=O)Nc2ccc(F)cc2)n1-c1ccc(F)cc1,30%,-3%,11%,i,-16%,
C/C(=N\NC(=O)c1cc(-c2cccs2)nc2ccccc12)c1ccccn1,?,?,4.5µM*,>25µM*,-3%,
COCCCNC(=O)CS(=O)(=O)Cc1nc(-c2ccccc2C)oc1C,-14%,0%,-1%,0.9%,-5%,
O=C(CN1C(=O)S/C(=C\c2cccc(Cl)c2)C1=O)NC1C=CS(=O)(=O)C1 (stereo unspecified),-6%,4%,-4%,2.0%,6%,
COc1ccc(N(C2CSC2)S(=O)(=O)c2ccccc2)cc1,4%,-2%,1%,1.5%,13%,
COc1ccc(NC(=O)c2cccnc2Nc2ccc(OC)cc2)cc1,53%,50%,13%,6.8%,1%,
Cc1cccc(NS(=O)(=O)c2cccc(C(=O)N3CCCCCCC3)c2)c1,30%,-1%,0%,3.6%,/,
c1ccc(CNc2nc(-c3cccs3)nc3ccccc23)nc1,19%,8%,-9%,7.6%,-9%,
Cc1cccc(NC(=O)C2CCN(S(=O)(=O)c3c(C)noc3C)CC2)c1,2%,9%,0%,7.3%,-1%,
Cc1ccc(S(=O)(=O)N2CCCCC2)cc1C(=O)N(C)CCOc1ccccc1,5%,-4%,-4%,5.0%,-4%,
COc1ccc(N(CC(=O)N/N=C/c2ccc(N(C)C)cc2)S(=O)(=O)c2ccccc2)cc1,-16%,-2%,4%,0.3%,4%,
CN1CCN(C(=O)c2ccc3c(c2)OCCO3)CC1,-17%,1%,0%,0.1%,-1%,
COC(=O)C1=C(C)N(Cc2cccnc2)C(=O)C1,-1%,-5%,-8%,i,10%,
Cc1cccc(S(=O)(=O)Nc2ccc(-c3nc4ccc(C)cc4s3)cc2)c1,-6%,9%,-10%,3.5%,-5%,
CC(=O)c1cc(-c2nc3ccccc3n2C)n(C)c1,-1%,-9%,1%,0.8%,-1%,
Cc1cc(C(=O)N/N=C/c2ccncc2)c(C)o1,-2%,-3%,-10%,i,3%,
COC(=O)[C@H]1Cc2c([nH]c3ccccc23)[C@H](c2ccccc2)N1,26%,30%,-7%,0.1%,3%,
COC(=O)C1=C(c2ccc(F)cc2F)C[C@@H]2CC[C@H]1N2C(=O)NCCOc1ccccc1,24%,-7%,2%,0.3%,/,
CCOc1ccc(NC(=O)CN(C)C(=O)COc2cccc3c2OC(C)(C)C3)cc1OCC,22%,-2%,8%,3.9%,/,
Cc1ccccc1NC(=O)/C(C#N)=C\c1cn(CC(=O)O)c2ccccc12,4%,7%,/,1.0%,0%,
CC(=O)C[C@@H](O)CC(=O)[C@H]1OC(=O)[C@H](C)C/C=C\Cc2ccccc21,4%,5%,18%,i,/,
Cc1ccc(OC(C)C(=O)N2CCc3ccccc32)cc1 (stereo unspecified),10%,-8%,1%,4.3%,-12%,
Cc1ccccc1Cn1ccc(NC(=O)c2nn3cccnc3c2Cl)n1,-4%,-8%,-6%,5.4%,14%,
O=C(O)[C@@H](c1ccccc1)N1Cc2ccccc2C1=O,19%,1%,-20%,0.8%,6%,
CCn1cc(C(=O)NCc2ccccc2)c2ccccc21,33%,-1%,-3%,1.3%,3%,
Cc1ccc(Cl)c(OCCCN(C)Cc2ccccc2)c1,25%,-2%,-6%,3.3%,22%,
OC(CNC1CCCC1)COCCOc1ccc(Br)cc1 (stereo unspecified),12%,7%,-2%,0.3%,11%,
COc1ccc(Nc2nc(C)c3ccccc3n2)cc1,4%,2%,5%,0.6%,1%,
Cn1c(=O)n(CC(N)=O)c2ccccc21,-11%,-2%,-10%,1.4%,-4%,
CCOc1ccc(CCNC(=O)CCC(=O)Nc2ccc3nc(N4CCN(C)CC4)cc(C)c3c2)cc1OCC,6%,0%,-1%,0.7%,-6%,
CCNS(=O)(=O)c1ccc(CCC(=O)N2CCC(C)CC2)cc1,-2%,-4%,-1%,0.4%,-9%,
O=C(c1ccc([N+](=O)[O-])cc1)N(Cc1ccccc1)Cc1ccccc1,/,/,8%,1.1%,/,
COc1ccc(CCNc2nc(-c3ccccn3)cs2)cc1OC,8.4µM*,?,12%,1.1%,14%,
C[C@H]1CN([C@@H](C)CO)C(=O)Cc2cc(NC(=O)CCC(F)(F)F)ccc2O[C@H]1CN(C)Cc1ccc(C(F)(F)F)cc1,39%,17%,-3%,1.6%,/,
O=C(NCc1ccccc1)c1ccco1,64%,-2%,3%,i,-19%,
O=c1cc(CNc2ccc(Br)cc2)nc2sccn12,-24%,-1%,5%,4.3%,-6%,
COC(=O)Cn1c2ccc(OC)cc2c2nc3ccccc3nc21,-4%,9%,0%,2.3%,-19%,
CC(C)N(C(=O)COC(=O)CNS(=O)(=O)c1ccccc1F)c1ccccc1,0%,-2%,-3%,1.2%,4%,
O=C(O)c1ccc(C2CCCCC2)cn1,?,/,21%,0.6%,-8%,
O=C(c1ccc(OC2CCN(C(=O)c3cccnc3)CC2)cc1)N1CCCCCC1,-7%,3%,-5%,0.0%,5%,
COc1cccc(N(CC(=O)Nc2ccc3c(c2)OCO3)S(=O)(=O)c2ccccc2)c1,25%,-1%,-7%,6.4%,2%,
O=C(COC(=O)C12CC3CC(CC(C3)C1)C2)Nc1ncc(Cl)cc1Cl,36%,0%,20%,0.7%,3%,
Cc1cccc(C2=NN(c3ccccc3)[C@@H](C(=O)N3CCOC3=O)[C@@H]2c2ccc(Cl)cc2)c1,/,/,-31%,i,/,
COc1ccc(CCNC(=O)C2(C)CCC(=O)N2Cc2ccc(F)cc2Cl)cc1OC (stereo unspecified),-6%,1%,-4%,i,2%,
Cn1c2ccccc2c2cnn(CC(=O)N3CCCCC3)c(=O)c21,0%,-2%,-6%,2.5%,-19%,
Cc1cc(C)c(S(=O)(=O)CCC(C)C)c(=O)[nH]1,-19%,-4%,-20%,0.3%,7%,
Cn1cnc(S(=O)(=O)NC2CCN(Cc3ccccc3)CC2)c1,5%,4%,0%,2.5%,-17%,
Cc1ccccc1NC(=O)Cc1nnc(SCc2ccc(Cl)c(Cl)c2)n1C,-7%,-7%,-3%,1.1%,0%,
CC(=O)c1cccc(NC(=O)C2CCCC2)c1,17%,3%,-1%,0.2%,-10%,inhibitors of VEEV 10K pilot screen=4.1
COC(=O)c1ccc(CSc2nc(C(F)(F)F)c3c(c2C#N)CCC3)o1,53%,47µM*,2%,0.0%,-1%,
COc1ccc(C2=NOC(C(=O)N3CCCCCC3)C2)cc1OC (stereo unspecified),/,/,3%,1.9%,2%,
O=C(CNC(=O)c1ccco1)Nc1ccncc1,-19%,-4%,-7%,1.0%,8%,
CCCCOC(=O)C1=C(C)Nc2ncnn2C1c1cc(OC)ccc1OC (stereo unspecified),22%,-6%,-13%,i,-7%,
CN=c1scc(C)n1/N=C/c1ccc(O)cc1O,22%,7%,11%,3.7%,-2%,
Cc1ccc(-c2nnc3cccc(Cl)n23)cc1,-10%,-3%,-1%,0.3%,2%,
COc1ccc(Nc2nc(-c3cccc(OC)c3O)nc3ccccc23)cc1,28%,31%,-12%,13%,2%,
COc1ccc(S(=O)(=O)Nc2cccc(S(=O)(=O)NC3=NCCC3)c2)cc1[N+](=O)[O-],1%,-11%,0%,3.4%,5%,
